High-throughput results: PubChem BioAssay, National Center for Advancing Translational Sciences (NCATS)
AmpC inh detg = AmpC beta-lactamase inhibition with detergent present | P00811 | AmpC hydrolysis of nitrocefin, absorbance 480 nm, 0.01% Triton | Potency, µM (doses to about 114 µM), without a hit: at the highest dose activity change, negative = inhibition, hits mostly inhibitors | 370,000 tested, 0.041% active | AID 485294;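 note: potency is the fitted concentration of half-maximal effect; 0% = no-compound wells and -100% = no-enzyme wells; nearly all actives have a fitted effect of over 25% in size; some results filed as inactive show a strong effect at the top dose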
Target sequence (P00811 whole entry, looked up): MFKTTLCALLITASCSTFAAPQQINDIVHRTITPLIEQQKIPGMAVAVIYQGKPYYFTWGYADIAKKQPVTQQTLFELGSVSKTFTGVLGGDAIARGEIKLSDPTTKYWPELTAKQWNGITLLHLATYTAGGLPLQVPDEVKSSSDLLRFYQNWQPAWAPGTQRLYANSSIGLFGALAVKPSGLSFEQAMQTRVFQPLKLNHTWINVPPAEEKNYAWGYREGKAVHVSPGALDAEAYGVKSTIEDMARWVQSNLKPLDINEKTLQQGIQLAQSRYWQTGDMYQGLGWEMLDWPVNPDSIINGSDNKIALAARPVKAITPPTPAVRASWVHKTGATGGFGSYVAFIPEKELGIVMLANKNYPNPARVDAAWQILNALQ
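AmpC (5.3 nM in the dispensed reagent) in 20 mM phosphate pH 7.0 with 0.01% (detergent screen) or 0.0001% Triton X-100 was preincubated with compounds for 15 min at room temperature. Nitrocefin was then added from an 800 uM solution, and hydrolysis was followed at 480 nm.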
AmpC no deterg = inhibitors of E. coli AmpC beta-lactamase without detergent | Potency, µM (highest dose often 57.1 µM), for inactives: at the highest dose activity change, negative = inhibition, hits mostly inhibitors | AmpC nitrocefin hydrolysis, absorbance 480 nm, 0.0001% Triton | AID 485341 | 330,000 tested, 0.52% active;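 note: potency is the fitted concentration of half-maximal effect; plate controls were no compound for no effect and no enzyme for full effect; nearly all actives have a fitted effect of over 20% in size; some results filed as inactive show a strong effect at the top dose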
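AmpC (5.3 nM in the dispensed reagent) in 20 mM phosphate pH 7.0 with 0.01% (detergent screen) or 0.0001% Triton X-100 was preincubated with compounds for 15 min at room temperature. Nitrocefin was then added from an 800 uM solution, and hydrolysis was followed at 480 nm.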
Tb PYK inh = inhibitors of Trypanosoma brucei pyruvate kinase. TbPYK enzyme, Kinase-Glo Plus ATP luminescence, 45 min. Q57TT1. 410,000 tested, 0.12% active. Potency, µM (doses to about 76.8 µM), for inactives: at the highest dose activity, negative = inhibition, usual class: inhibitors; note: potency is the fitted concentration of half-maximal effect; nearly all actives have a fitted effect of over 50% in size
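Glycolytic pyruvate kinase of T. brucei was incubated with substrate, test compound and 130 uM ADP for 45 minutes at room temperature. Luminescent Kinase-Glo Plus signal was measured after 10 minutes.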
AMA1-RON2 inh = inhibitors of Plasmodium falciparum AMA1-RON2 interaction | 360,000 tested, 0.2% active | AlphaScreen AMA1-biotinylated RON2 peptide binding | AID 720542 | Potency, µM (titrated, usually from 58.2 µM), without a hit: top-dose activity change, negative = inhibition, most hits filed as inhibitors;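 note: potency is the fitted concentration of half-maximal effect; 0% = vehicle wells and -100% = peptide control; nearly all actives have a fitted effect of over 45% in size; some results filed as inactive show a strong effect at the top dose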
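AMA1 (3D7) with his tag at 25 nM final met compounds first, then biotinylated RON2 peptide at 25 nM; detection used donor plus acceptor beads, 10 µg/mL apiece, read by AlphaScreen after 30 min at room temperature.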
HCMV inh = inhibitors of human cytomegalovirus; 410,000 tested, 4.5% active; activity change, negative = inhibition, % at 57.5 µM; HFF cells, HCMV-luciferase reporter, 72 h; active compounds read low; in the data active = activity change below about -60%; inconclusive = no clear call, values can overlap the other calls; inactive = above about -39%
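HFF cells seeded 16 h at 37C, treated with compounds, infected with luciferase-reporter HCMV at MOI 1 PFU/cell; luciferase read at 72 h post infection, normalized to buffer-only and Salinomycin controls.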
HCV inhibitor = HCV inhibition; Huh7.5.1 HCVcc-Cre infection, luciferase reporter, 44 h; 340,000 tested, 3.4% active; Potency, µM (series often up to 41.8 µM), for the others: top-dose activity change, negative = inhibition, most hits filed as inhibitors; note: potency is the fitted concentration of half-maximal effect
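HCVcc-Cre virus at an moi near 0.5 was added right after compound to cells cultured 4 h from seeding (1,000 cells/well). Luciferase activity was determined 44 h later, 15 min after substrate addition at RT.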
LmPK inhibitor = LmPK (Leishmania mexicana) enzyme inhibition; purified LmPK, Kinase-Glo ATP luminescence, 1 h; Q27686; Potency, µM (titrated, usually from 57.5 µM), without a hit: top-dose activity change, negative = inhibition, most hits filed as inhibitors; 290,000 tested, 0.37% active; note: potency is the fitted concentration of half-maximal effect
Target sequence (Q27686 whole entry, looked up): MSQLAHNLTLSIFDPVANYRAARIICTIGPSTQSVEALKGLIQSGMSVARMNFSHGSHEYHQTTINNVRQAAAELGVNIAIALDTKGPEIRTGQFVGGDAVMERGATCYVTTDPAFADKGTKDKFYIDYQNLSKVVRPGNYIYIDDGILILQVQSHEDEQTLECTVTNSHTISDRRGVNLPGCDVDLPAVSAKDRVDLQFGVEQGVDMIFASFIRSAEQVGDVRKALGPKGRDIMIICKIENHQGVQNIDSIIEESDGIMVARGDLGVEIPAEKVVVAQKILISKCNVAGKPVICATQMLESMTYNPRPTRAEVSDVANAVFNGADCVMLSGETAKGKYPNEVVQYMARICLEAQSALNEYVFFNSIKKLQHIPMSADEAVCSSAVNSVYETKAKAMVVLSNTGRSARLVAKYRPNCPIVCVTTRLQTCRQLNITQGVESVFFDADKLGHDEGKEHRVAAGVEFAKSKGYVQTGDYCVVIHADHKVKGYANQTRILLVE
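Kinase-Glo luminescence read after 1 h RT reaction of 0.1 nM LmPK with 0.5 mM PEP and 0.1 mM ADP. Activity scaled between uninhibited and enzyme-free controls.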
An asterisk follows results filed as active; u = inconclusive; x = not tested or not shown; [ ] = remark or other dose. Unless noted, calls come from the whole dose curve; as a rule, active = well fitted curve in the direction sought with a large enough effect; inconclusive = small, poorly fitted or top-dose-only effect, or another doubt; inactive = no such curve, though single readings can be large; an effect the other way counts as inactive or inconclusive. Unless noted, % is set by controls: 0 for no effect and ±100 for the full control effect.

SMILES | AmpC inh detg | AmpC no deterg | Tb PYK inh | AMA1-RON2 inh | HCMV inh | HCV inhibitor | LmPK inhibitor
CSc1ccc(C(=O)C2CCCN(C(=O)c3cccnc3SC)C2)cc1 (configuration not stated) | 7% | 84%[activator] | -6% | 0% | -13 | u | 6%
CSCCC(NC(=O)COc1ccccc1)C(=O)N1CCN(c2ccccc2O)CC1 (configuration not stated) | -6% | 4% | -3% | -3% | 41 | -3% | x
COc1cc(OC)cc(OCC(O)Cn2ccnc2C)c1 (configuration not stated) | -12% | -6% | -3% | -4% | 29 | -17% | 3%
CC(=O)c1c(O)cc(=O)oc1-c1ccc(C)cc1 | x | x | 1% | -5% | 40 | 9% | x
COc1cccc(NC(=O)CS(=O)(=O)c2cn(CC(=O)N3CCOCC3)c3ccccc23)c1 | 6% | -7% | -6% | 2% | -32 | 11% | 9%[11.5 µM]
COc1cc(C(=O)N(CCN(C)C)CC2CCCN(Cc3ccccc3F)C2)ccc1C (configuration not stated) | u | 120%[activator] | -3% | -12% | -36 | u | 0%
Cc1cc(OC(=O)c2cccc(F)c2)c([N+](=O)[O-])c(=O)[nH]1 | 0% | -15% | 5% | 2% | -10 | 12% | -1%
C=Cc1ccc(Cn2c(C)c(C(=O)NCc3cccc(C)c3)sc2=O)cc1 | x | x | -12% | 0% | -65* | x | x
NNC(=O)c1ccc(O)cc1 | 9% | -16% | -10% | 24% | 41 | 12% | x
FC(F)(F)c1cccc(Cc2noc(CN(Cc3ccccn3)CC3CCCO3)n2)c1 (configuration not stated) | -4% | 132%[activator] | -5% | 62%[activator] | -35 | -20% | 1%

The closing seven compounds of the section before lead into the next.
SMILES | AmpC inh detg | AmpC no deterg | Tb PYK inh | AMA1-RON2 inh | HCMV inh | HCV inhibitor | LmPK inhibitor
CC(=O)c1c(O)cc(=O)oc1-c1ccc(C)cc1 | x | x | 1% | -5% | 40 | 9% | x
COc1cccc(NC(=O)CS(=O)(=O)c2cn(CC(=O)N3CCOCC3)c3ccccc23)c1 | 6% | -7% | -6% | 2% | -32 | 11% | 9%[11.5 µM]
COc1cc(C(=O)N(CCN(C)C)CC2CCCN(Cc3ccccc3F)C2)ccc1C (configuration not stated) | u | 120%[activator] | -3% | -12% | -36 | u | 0%
Cc1cc(OC(=O)c2cccc(F)c2)c([N+](=O)[O-])c(=O)[nH]1 | 0% | -15% | 5% | 2% | -10 | 12% | -1%
C=Cc1ccc(Cn2c(C)c(C(=O)NCc3cccc(C)c3)sc2=O)cc1 | x | x | -12% | 0% | -65* | x | x
NNC(=O)c1ccc(O)cc1 | 9% | -16% | -10% | 24% | 41 | 12% | x
FC(F)(F)c1cccc(Cc2noc(CN(Cc3ccccn3)CC3CCCO3)n2)c1 (configuration not stated) | -4% | 132%[activator] | -5% | 62%[activator] | -35 | -20% | 1%
COc1ccc(-n2c(C)cc(/C=C3\C(=N)N4N=C(CC(=O)N5CCOCC5)SC4=NC3=O)c2C)c(OC)c1 | -18% | 174%[activator] | -2% | 38%[activator] | -35 | 2% | -2%
COCc1nnc(NC(=O)C2CCN(C(=O)c3ccco3)CC2)s1 | 0% | -22% | -7% | 18% | 30 | 19% | 2%
CCOc1ccc2oc(C(=O)OCC(=O)N3C(C)CCCC3C)c(C)c2c1 (configuration not stated) | 4% | 93%[activator] | 0% | -1% | 0 | 13µM* | x
CCOc1ccc(N=C2NC(=O)CS2)cc1 | -19% | -12% | 4% | 6% | 17 | 13% | 8%
CC(=O)N1CCCC(C(=O)c2ccc(Oc3ccccc3)cc2)C1 (configuration not stated) | 6% | 120%[activator] | -3% | -13% | 2 | -1% | -2%
COc1ccc(CCN2C(=S)N(c3ccc(Cl)cc3)C(=O)C2CC(N)=O)cc1OC (configuration not stated) | -1% | 89%[activator] | -3% | -8% | -32 | u | 1%
COCCn1c(SCC(=O)Nc2ccc(OC)cc2)nnc1-c1ccoc1C | 5% | -2% | -2% | 15% | u | -12% | -6%
O=C(CN1CCN(C(C(=O)Nc2cc(C(F)(F)F)ccc2Cl)c2ccccc2)CC1)NC1CC1 (configuration not stated) | x | x | 2% | -4% | -22 | u | x
O=C(Cc1cccc(C(F)(F)F)c1)OCN1C(=O)c2ccccc2C1=O | -10% | 7% | 3% | 39% | -15 | -2% | -7%
CCOc1ccc(N2CC(C(=O)Nc3nnc(C4CCCCC4)s3)CC2=O)cc1 (configuration not stated) | -17% | -30% | -14% | 2% | -3 | 25% | 5%
O=C(N/N=C/c1ccc(Cl)s1)C(O)c1ccccc1 (configuration not stated) | 1% | -28% | 3% | -2% | -13 | -3% | -8%
N#C/C(=C\c1ccc(OC(=O)c2ccccn2)cc1)C(N)=O | -4% | -13% | -5% | -3% | -37 | 10% | 5%
Cc1ccc(-c2nn(-c3ccccc3)cc2C(=O)NCC(c2cccs2)N2CCOCC2)cc1 (configuration not stated) | -15% | 47% | -1% | -21% | -2 | u | x
Cn1c(=NC(=O)c2cnccn2)sc2ccccc21 | -10% | -12% | -4% | 24% | 166 | -1% | -1%
Cc1cc(OCCCC(=O)Nc2cc(S(=O)(=O)N3CCOCC3)ccc2N2CCOCC2)ccc1Cl | x | x | -3% | -11%[11.6 µM] | -4 | u | x
CCOC(=O)N1CCN(C(=O)CCn2c(=S)[nH]c3cc(OCC)c(OCC)cc3c2=O)CC1 | 2% | -24% | x | x | x | x | 2%
O=C(CSc1nnc2ccccn12)NCc1ccc2c(c1)OCO2 | 2% | -9% | 0% | 1% | -79* | 13% | 1%
NC(=O)CCC(NS(=O)(=O)c1ccc(Cl)cc1)C(=O)NCc1ccccc1Cl (configuration not stated) | u | 1% | 1% | -9% | -5 | 32%[activator] | 1%
O=C(OCc1c(Cl)nc2sccn12)c1cc2c(s1)CCCC2 | -11% | -9% | 3% | 19% | 5 | 11% | 1%
CCOC(=O)c1nnc(-c2ccc(C)cc2)nc1Sc1ccc(Cl)cc1 | -5% | -2% | 6% | -1% | 206 | 10% | -1%
COCCNC(=O)C1CCC(=O)N(c2ccc(OC)cc2)C1c1ccc(OC)c(OC)c1 (configuration not stated) | u | -5% | -2% | 1% | 2 | 18% | -5%
CCCNC(=O)C(Cc1ccccc1)NC(=O)c1ccccc1 (configuration not stated) | 0% | -18% | -8% | 1% | 21 | 25% | x
COc1ccc(NC(=O)Nc2cccc(-c3noc(C)n3)c2)cc1 | 1% | x | -4% | x | -15 | x | x
Cc1cccc(S(=O)(=O)c2cn(Cc3ccc(F)cc3)c3cc(N4CCOCC4)c(F)cc3c2=O)c1 | 5% | x | -5% | x | 14 | x | x
Cc1cc(=O)[nH]c(N/N=C/c2c(C)nn(-c3ccccc3)c2Cl)n1 | 1% | -11% | -20% | 42%[activator] | 0 | -23% | 1%
Cc1ccc(CNC(=O)c2ccccc2-n2cnnn2)cc1 | 10% | 0% | 0% | -1% | -12 | 4% | 7%
O=C(CN(c1ccccc1)S(=O)(=O)c1ccccc1[N+](=O)[O-])Nc1cccnc1 | 2% | -26% | 0% | -3% | 6 | u | -9%
Nc1ncnc2nn(C3OC(CO)C(O)C3O)nc12 (configuration not stated) | x | x | -14% | -4% | -14 | x | x
C=CCNC(=O)/C(=C/c1ccccc1OCC)NC(=O)c1ccccc1 | u | -6% | -2% | -1% | 44 | -10% | 2%
COc1c(Cl)ccc(Cl)c1C(=O)NC(=O)N1CCOCC1 | -10% | -3% | 3% | -6% | -25 | 14% | 1%
CCCn1c(=O)c(C(=O)NNC(=O)c2ccc(Cl)cc2Cl)c(O)c2ccccc21 | -6% | -24% | 0% | 77%[activator] | 11 | -5% | 3%
CC1CCN(S(=O)(=O)c2ccc3c(c2)N(CC(=O)NCCc2ccccc2)C(=O)CO3)CC1 | 15% | x | -14% | x | -11 | x | x
COc1ccccc1NC(=O)CN1CCN(CC(=O)Nc2ccccc2F)CC1 | x | x | 2% | 8% | 0 | -30% | x
COc1ccc(/C=C/C2=CC(C)(C)NC(=S)N2)cc1OC | 3% | -28% | -3% | 22% | u | u | -1%[11.5 µM]
COc1cccc(NC(=O)c2cnc(NS(=O)(=O)c3ccccc3)nc2)c1 | x | x | -11% | -10% | -5 | x | x
O=C(Nc1cccnc1)c1cc(-c2cccs2)on1 | -10% | -20% | -3% | -4% | 9 | x | -7%
CCOC(=O)N1N=C(C)CC1(O)c1ccc(Cl)cc1 (configuration not stated) | -13% | 19% | 2% | 46%[activator] | -2 | 19% | 1%
CC1(C)CC(NC(=O)C(=O)NCCc2ccccc2)CC(C)(C)N1 | -8% | -2% | -3% | -3% | 4 | 3% | 6%
Fc1ccc(-n2ncc3c(NCCC4=CCCCC4)ncnc32)cc1 | 8% | x | 2% | x | 35 | x | x
CC(C)c1cccc(-c2csc(C(O)c3ccco3)n2)c1 (configuration not stated) | x | x | 1% | -8% | 35 | x | x
CN1CCN(C(=O)C2=C[C@H](C3CC3)C[C@H](OCc3ccc(CO)cc3)O2)CC1 | x | x | -3% | -1% | 22 | 11% | x
Cc1nc([N+](=O)[O-])cn1CC(=O)c1ccccc1 | 2% | -7% | 2% | 9% | 43 | 13% | -4%
CC1Cc2ccccc2N1C(=O)CN(C)S(=O)(=O)c1cccc2cccnc12 (configuration not stated) | -8% | -19% | -3% | -1% | -14 | -25% | 4%
CC(NC(=O)CSc1nc2ccccc2n1C)c1ccccc1 (configuration not stated) | -5% | -3% | 1% | 13% | -2 | -15% | -5%
C=Cc1ccc(Cn2nc(-c3ccc(C)c(S(=O)(=O)N(CC)CC)c3)ccc2=O)cc1 | 20% | x | -16% | x | 11 | x | x
O=C(NC(=S)Nc1ccc(Br)c(Cl)c1)C1CC1 | u | -39% | 3% | 30% | -6 | 10µM* | -7%
COc1ccc(/C(O)=C2/C(=O)C(=O)N(CCN(C)C)C2c2cccnc2)cc1C (configuration not stated) | -1% | -19% | 6% | -16% | -22 | 7% | -5%
CCC(C)C1NC(=O)C(NC(=O)C(CC(C)C)N(C)C(=O)C2CCCN2C(=O)C(C)O)C(C)OC(=O)C(Cc2ccc(OC)cc2)N(C)C(=O)C2CCCN2C(=O)C(CC(C)C)NC(=O)[C@H](C)C(=O)[C@H](C(C)C)OC(=O)CC1O (some centres not stated) | x | x | -8% | -6% | -97* | u | x
